# PLCb3 inh: human PLC-beta3 inhibitors, primary screen, biochemical, fluorescence. Purified PLC-beta3, fluorogenic substrate. 1-phosphatidylinositol 4,5-bisphosphate phosphodiesterase beta-3 (Homo sapiens), Q01970. inhibition, % at 12.2 µM. actives 0.18% (n = 370,000); in the data active = inhibition above about 11%;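 also: 0% = median of compound wells on plate and 100% = full blocker control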
# DAX1 inh-1: DAX1 (NR0B1) inhibitors, primary screen, cell-based, HEK293, Gal4-DAX1, luciferase luminescence. actives 0.99% (n = 340,000). Nuclear receptor subfamily 0 group B member 1 (Homo sapiens), P51843. HEK293 Gal4-DAX1 luciferase reporter. AID 504766, 2011. inhibition, % at 6.75 µM;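 active = inhibition above the mean over all tested compounds plus 3 SD, cut at about 4.2% in these data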;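 also: 0% = DAX1-transfected cells with DMSO and 100% = empty-vector control cells with DMSO; inhibition shows as a rise in luminescence from relieved DAX1 repression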
# Target sequence (P51843 207-470 limits assumed): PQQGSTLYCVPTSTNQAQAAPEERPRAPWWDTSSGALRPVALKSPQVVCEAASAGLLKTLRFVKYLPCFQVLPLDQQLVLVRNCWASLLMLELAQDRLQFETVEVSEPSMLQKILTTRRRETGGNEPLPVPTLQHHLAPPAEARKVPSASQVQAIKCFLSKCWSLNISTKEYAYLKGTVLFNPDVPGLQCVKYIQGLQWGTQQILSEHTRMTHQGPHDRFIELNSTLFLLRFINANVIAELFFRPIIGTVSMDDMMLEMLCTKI
# HGIII-sPLA2 inh: human group III sPLA2 inhibitors, primary screen, biochemical, QFRET, BODIPY PC-A2 liposome substrate. QFRET BODIPY PC-A2 liposome hydrolysis, fluorescence. inhibition, % at 12.2 µM. Group 3 secretory phospholipase A2 (Homo sapiens), Q9NZ20. actives 0.56% (n = 370,000);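 active = inhibition above mean plus 3 SD of compounds lying within the high and low control bounds, cut at about 19% in these data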;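 also: 0% = median of test compound wells and 100% = no enzyme DMSO wells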
# ssDAF12 agonist: S. stercoralis DAF-12 nuclear receptor activators, primary screen, cell-based, luminescence, HEK293, GRIP1 co-expression, lit1-tk-luc | HEK293 ssDAF-12/GRIP1 lit1-tk-luc reporter; % of 3 µM dafachronic acid response | actives 1% (n = 370,000) | activation, % at 6.8 µM | Nuclear hormone receptor DAF-12 (Strongyloides stercoralis);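 active = activation above the mean over all tested compounds plus 3 SD, cut at about 0.9% in these data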;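 also: 0% = DMSO-only wells and 100% = 3 µM delta7-dafachronic acid wells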
# ADAM10 inh: human ADAM10 inhibitors, primary screen, biochemical, QFRET, HTS. recombinant ADAM10, EDANS/DABCYL FRET peptide cleavage, 3 h. AID 720582, 2013. inhibition, % at 7 µM. Disintegrin and metalloproteinase domain-containing protein 10 (Homo sapiens), O14672. actives 0.62% (n = 370,000);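 active = inhibition above a per-campaign cutoff equal to the mean of compounds falling between control-based bounds plus 3 SD, cut at about 20% in these data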;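 also: 0% = DMSO wells while the 100% control is not disclosed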
# Target sequence (O14672 214-748 limits assumed): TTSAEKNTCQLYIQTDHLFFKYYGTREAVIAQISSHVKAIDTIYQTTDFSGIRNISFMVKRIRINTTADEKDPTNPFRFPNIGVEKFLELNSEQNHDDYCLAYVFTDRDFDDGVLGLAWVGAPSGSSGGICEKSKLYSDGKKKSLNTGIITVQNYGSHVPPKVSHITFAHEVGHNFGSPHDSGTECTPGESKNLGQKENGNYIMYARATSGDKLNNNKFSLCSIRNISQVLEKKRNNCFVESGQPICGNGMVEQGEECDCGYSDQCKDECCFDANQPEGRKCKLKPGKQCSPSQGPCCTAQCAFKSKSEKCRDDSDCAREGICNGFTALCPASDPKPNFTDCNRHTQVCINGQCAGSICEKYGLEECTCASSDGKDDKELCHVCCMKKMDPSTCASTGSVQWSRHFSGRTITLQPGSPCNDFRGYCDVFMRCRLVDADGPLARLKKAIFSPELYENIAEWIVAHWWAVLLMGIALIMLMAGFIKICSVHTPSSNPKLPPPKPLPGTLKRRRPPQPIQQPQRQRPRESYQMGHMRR
# PLC-gamma1 inh: PLC-gamma1 enzyme inhibitors, primary screen, biochemical, fluorescence, purified enzyme. 1-phosphatidylinositol 4,5-bisphosphate phosphodiesterase gamma-1 (Homo sapiens), P19174. fluorogenic substrate. inhibition, % at 12.2 µM. actives 0.84% (n = 370,000); in the data active = inhibition above about 9.5%
# ADAM17 inh: ADAM17 inhibitors, primary screen, biochemical, QFRET | recombinant ADAM17, EDANS/DABCYL FRET peptide cleavage | inhibition, % at 6.95 µM | actives 0.83% (n = 370,000);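 active = inhibition above the mean of compounds lying between control limits plus 3 SD, set per campaign, cut at about 8.5% in these data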;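 also: 0% = DMSO-only wells as the low control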
# hcDAF-12 act: H. contortus DAF-12 nuclear receptor activators, primary screen, cell-based, luminescence, HEK293, lit1-tk-luc reporter. HEK293 hcDAF-12 lit1-tk-luc reporter; 0% DMSO, 100% Δ7-dafachronic acid. activation, % at 6.8 µM. actives 1.4% (n = 370,000);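 active = activation above the mean of all tested compounds plus 3 SD, cut at about 5.5% in these data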;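 also: 100% = response to 3 µM Δ7-dafachronic acid high control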
# FXN GAA850 act: FXN promoter activators, primary screen, cell-based, luciferase luminescence, HEK293 lucGAA850 | HEK293 lucGAA850 FXN promoter luciferase reporter, 24 h; percent of 10 µM SAHA response | activation, % at 6 µM | actives 0.56% (n = 360,000) | AID 540364, 2011;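 active = activation above the average of all compounds screened plus 3 SD, cutoff fixed separately per campaign, cut at about 7.5% in these data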;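 also: 0% = DMSO wells and 100% = 10 µM SAHA wells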
# DAX1 inh-2: DAX1 (NR0B1) inhibitors on StAR promoter, primary screen, cell-based, luminescence, SF-1 (NR5A1), full-length DAX-1; inhibition, % at 6.8 µM; AID 652010, 2013; HEK293T StAR-luciferase reporter, SF-1/DAX-1 repression relief; actives 1.1% (n = 370,000);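 active = inhibition above the mean over all tested compounds plus 3 SD, cut at about 3.6% in these data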;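 also: 0% = DAX-1 cells with DMSO and 100% = cells lacking DAX-1 with DMSO; higher inhibition means more luminescence from relief of DAX-1 repression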
# hgDAF12 agonist: H. glycines DAF-12 receptor agonists, primary screen, cell-based, luminescence, HEK293, GAL4 fusion, UAS-luciferase; actives 1.8% (n = 370,000); Nuclear hormone receptor DAF-12 (Heterodera glycines), GAL4 fusion; activation, % at 6.8 µM; HEK293 GAL4-hgDAF12 UAS-luciferase reporter, agonist luminescence; normalized to butyrate control;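 active = activation above a cutoff set at the mean of all screened compounds plus 3 SD, cut at about 10% in these data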;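 also: 0% = DMSO wells and 100% = sodium butyrate wells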
# The depositor's hits bear a star; . = not tested or not shown.
SMILES,PLCb3 inh,DAX1 inh-1,HGIII-sPLA2 inh,ssDAF12 agonist,ADAM10 inh,PLC-gamma1 inh,ADAM17 inh,hcDAF-12 act,FXN GAA850 act,DAX1 inh-2,hgDAF12 agonist
Cc1ccc2oc(=S)n(C)c2c1,4,1.9,0,-0.4,1,0,-2,0.1,1.6,0.5,-0.4
Nc1ccc(C(O)(C(F)(F)F)C(F)(F)F)cc1,4,1.9,13,-1.0,4,2,2,-1.1,-1.5,-0.4,2.6
Cc1ccc(C(=O)N2CCC(C)CC2)cc1C,0,0.1,3,2.2*,0,2,-4,-1.2,1.2,1.0,4.3
O=c1ccnc(SCc2ccccc2Cl)[nH]1,-2,0.3,-1,-1.9,0,-2,-4,2.5,-1.3,0.4,0.2
C#CCN1C(=O)[C@]2(NCCc3c2[nH]c2ccc(OC)cc32)c2ccccc21,-1,.,1,-0.7,-2,-2,-2,-0.1,.,-0.4,1.6
COc1ccc(-c2ccc3c(c2)S(=O)(=O)c2cccc(C(=O)NC[C@@H]4CCCO4)c2C3=O)cc1OC,-26,-1.5,-3,-1.6,-7,-15,-3,-2.6,-4.9,-1.5,-4.2
COc1ccc(C#Cc2cnc3c(c2)C(=O)N([C@@H](C)CO)C[C@@H](C)[C@@H](CN(C)CC2CCOCC2)O3)cc1,-40,-0.2,-2,-1.4,-23,-30,-1,-0.8,-0.6,-0.6,1.4
O=C(Cn1cc(C(=O)C2CC2)c2ccccc21)NCc1ccc2c(c1)OCO2,1,0.0,-10,-1.0,-9,-2,-8,0.1,-0.6,0.0,0.8
CC(C)(C)OC(=O)N[C@@H](C(=O)OC(C)(C)C)c1ccc(C(F)(F)F)cc1,2,0.7,6,-1.6,-4,1,-5,-1.2,-0.5,-0.1,0.0
O=C1CCCN1c1ccc(CNS(=O)(=O)c2ccc(F)cc2)cc1,7,0.0,11,-1.1,4,6,4,1.0,1.5,-0.1,2.8
COc1cccc(-c2noc(-c3ccc(Br)o3)n2)c1,-4,2.6,5,-0.4,-2,-2,-3,3.3,4.3,4.4*,16*
Cc1sc(NC(=O)c2ccco2)c(CN2CCN(c3ccc(F)cc3)CC2)c1C,-5,0.7,7,-1.7,-5,-6,-2,0.7,-0.1,0.6,-1.6
COc1cc(O)ccc1C(=O)CCc1ccc(O)cc1,-7,-2.2,-14,-2.4,3,-3,-1,-3.1,0.5,0.4,-0.8
Cn1cc(-c2cccc(C(F)(F)F)c2)cc(C#N)c1=O,-39,0.1,3,-1.1,-375,-25,-130,-0.8,-1.0,-0.1,-2.0
CCc1cccc(C)c1NC(=O)CSc1nnc(C)o1,-5,0.6,1,-0.9,4,-1,-4,1.2,-0.4,-1.3,-0.9
CCn1c(SCC(=O)Nc2nccs2)nnc1-c1ccccn1,-3,0.7,-2,-0.6,-2,0,1,-1.7,-0.2,-1.6,-3.0
CCOC(=O)C1=C(CC)Nc2ccccc2N=C1NC(=O)c1ccc(S(=O)(=O)N2CCCC2)cc1,-3,-1.2,-7,-1.6,2,-3,-5,-0.5,-5.2,-0.1,-2.6
CCc1nnc(NC(=O)c2ccc(S(=O)(=O)N(CC(C)C)CC(C)C)cc2)o1,-2,0.9,7,-1.4,-5,1,2,0.3,-1.4,-0.8,-2.0
CC(=O)c1cccc(N2C(=NC(=O)COc3ccccc3)SC3CS(=O)(=O)CC32)c1 (configuration not stated),-3,0.9,0,-0.6,6,1,-4,-2.8,2.5,0.4,-2.6
COc1ccccc1NC(=O)Nc1cc(C(C)(C)C)nn1C,-3,-0.5,0,-1.7,6,4,3,-2.2,0.4,0.4,2.3
O=S(=O)(Nc1nc2ccccc2[nH]1)c1ccc(Cl)cc1,2,1.8,-14,-1.7,3,4,0,-0.6,-1.4,-0.2,-0.3
O=C(O)c1cc2c(cc1NC(=O)c1c(F)cccc1Cl)OCCCO2,-7,0.0,5,-0.3,-3,1,-6,0.0,2.1,0.0,3.5
COc1ccc(OC)c(S(=O)(=O)N2CCC(C(=O)NC(C)c3ccccc3)CC2)c1 (configuration not stated),1,1.1,-6,-1.3,-6,5,0,0.1,-1.2,-0.3,-0.9
NC1=NC[C@H](Cc2ccc(O)cc2)N1CCCCC1CCCCC1,2,-0.9,-5,-1.5,6,4,1,-3.0,1.4,-1.3,-5.4
O=C(Cc1ccc(NC2=NC3CS(=O)(=O)CC3S2)cc1)Nc1ccc(F)cc1 (configuration not stated),5,1.1,8,-1.1,4,5,2,3.8,-1.6,0.3,-2.0
CN(C)/C=C1\C(=O)Oc2ccccc2C1=O,-5,.,-1,-1.3,7,2,1,2.1,1.1,-0.3,-0.5
CC(=O)c1ccc(S(=O)(=O)Nc2ccc(Cl)c(S(=O)(=O)N3CCCC3)c2)cc1,-6,0.2,-23,-0.1,2,0,0,-0.1,1.7,-1.7,2.6
Cc1nc(P(=O)(c2ccccc2)c2ccccc2)c(N2CCOCC2)o1,-1,0.6,6,-1.0,-7,-2,-5,-2.0,2.9,-0.8,-0.6
C=CCn1c(CCn2c3ccccc3c3ccccc32)n[nH]c1=S,0,0.6,11,-1.3,-2,-3,-4,-2.1,2.3,-0.4,2.1
CCCOc1ccc(N2CC(C(=O)Nc3ccc4c(c3)OCO4)CC2=O)cc1 (configuration not stated),0,0.2,-1,-1.4,-6,3,-1,-0.6,-1.1,0.0,0.5

# Rewritten with bars between the fields: part of the list above
SMILES | PLCb3 inh | DAX1 inh-1 | HGIII-sPLA2 inh | ssDAF12 agonist | ADAM10 inh | PLC-gamma1 inh | ADAM17 inh | hcDAF-12 act | FXN GAA850 act | DAX1 inh-2 | hgDAF12 agonist
O=S(=O)(Nc1nc2ccccc2[nH]1)c1ccc(Cl)cc1 | 2 | 1.8 | -14 | -1.7 | 3 | 4 | 0 | -0.6 | -1.4 | -0.2 | -0.3
O=C(O)c1cc2c(cc1NC(=O)c1c(F)cccc1Cl)OCCCO2 | -7 | 0.0 | 5 | -0.3 | -3 | 1 | -6 | 0.0 | 2.1 | 0.0 | 3.5

# DAX1 inh-2: entries above that show a hit
mol | PLCb3 inh | DAX1 inh-1 | HGIII-sPLA2 inh | ssDAF12 agonist | ADAM10 inh | PLC-gamma1 inh | ADAM17 inh | hcDAF-12 act | FXN GAA850 act | DAX1 inh-2
COc1cccc(-c2noc(-c3ccc(Br)o3)n2)c1 | -4 | 2.6 | 5 | -0.4 | -2 | -2 | -3 | 3.3 | 4.3 | 4.4*

# Following part:
SMILES,PLCb3 inh,DAX1 inh-1,HGIII-sPLA2 inh,ssDAF12 agonist,ADAM10 inh,PLC-gamma1 inh,ADAM17 inh,hcDAF-12 act,FXN GAA850 act,DAX1 inh-2,hgDAF12 agonist
CC(NC(=O)/C(C#N)=C1\N=C(NC(=O)c2ccco2)c2ccccc21)c1ccccc1 (configuration not stated),-6,.,-3,-1.0,10,4,0,-0.7,1.9,0.0,-0.9
Nc1nonc1-n1nnc(C(=O)N/N=C\c2cccc(Cl)c2)c1CN1CCOCC1,-9,0.4,10,-1.0,-5,6,-5,0.3,-0.3,-0.1,1.2
CC1(C(=O)N/N=C/c2c(F)c(F)c(F)c(F)c2F)CC1(Cl)Cl (configuration not stated),-3,1.5,2,-1.9,-2,1,-2,-1.0,1.0,-0.5,0.1
COc1cc2c(cc1OC)CN(CC(=O)Nc1cccc([N+](=O)[O-])c1)CC2,-371,-0.2,-7,-1.3,-76,-272,-31,-2.9,1.4,0.0,-0.2
Cc1ccc(NC(=O)COC(=O)c2cc(C)nc3ccccc23)c([N+](=O)[O-])c1,3,2.3,3,-0.3,-2,-1,-3,0.5,2.1,-0.1,7.8
CN1C(=O)CC(N2CCN(C(=O)CN3CCCC3)CC2)C1=O (configuration not stated),2,-0.2,4,-1.2,-3,0,-4,-0.9,0.6,0.6,1.6
CCOC(=O)C1CSCCS(=O)(=O)N1Cc1ccccc1F (configuration not stated),-1,.,14,-0.8,-4,2,-3,0.3,.,0.3,-1.6
COc1cccc(-n2c(SC)nnc2-c2c[nH]c3ccccc23)c1,4,-0.6,0,-1.1,2,-1,1,0.9,-0.5,-0.9,1.1
Cc1occc1C(=O)NNC(=O)Nc1ccc(Cl)c(Cl)c1,0,-0.1,6,-0.8,-3,1,-1,-0.2,-1.0,0.3,0.7
CCNC(=S)N1CCNC(=O)C1CC(=O)OC (configuration not stated),4,-1.2,4,-2.7,2,1,1,-4.6,-4.6,-1.5,-9.6
CCOCCCNC(=O)C(c1ccc(OC)cc1)N(Cc1ccc2c(c1)OCO2)C(=O)c1ccccc1O (configuration not stated),1,-0.8,-15,-1.3,8,2,1,-1.5,1.0,0.4,-3.0
Cc1cccc(NC(=O)c2nc[nH]c2C(=O)N[C@@H](Cc2ccccc2)C(=O)OC(C)(C)C)c1,1,0.0,-2,-0.8,1,2,-4,-0.6,2.1,-0.7,1.3
COc1ccc(CCN(C)C(=O)c2cncc(Br)c2)cc1OC,1,0.9,1,-0.2,10,-4,2,1.1,-1.1,0.2,0.2
COc1ccc(C(O)c2ncc(-c3ccccc3C)[nH]2)cc1F (configuration not stated),-5,.,-4,-1.5,1,3,2,-0.9,-0.5,0.8,-1.6
Cc1ccc(-c2nc3ncccn3c2Nc2ccc3c(c2)OCCO3)cc1,-8,0.8,0,-0.8,0,-8,-3,-1.4,-0.1,0.1,1.1
Cc1cccc(N2CCN(C(=O)COCc3cc(-c4ccc5c(c4)OCO5)on3)CC2)c1C,-16,-0.5,-6,-1.6,4,-4,0,0.4,1.4,0.2,0.6
O=[N+]([O-])c1cc(C(F)(F)F)ccc1NCCc1ccccn1,-7,2.8,8,0.3,-4,-2,-2,0.0,3.7,-0.4,4.6

# Screens (PubChem)

# Not a hit list (roughly 6.9% active in at least one column).
